Screening results deposited in PubChem BioAssay by The Scripps Research Institute Molecular Screening Center.
OX1R antag-1: antagonists of human orexin 1 receptor (OX1R) | Orexin/Hypocretin receptor type 1 (Homo sapiens), O43613 | OX1R-expressing cells, FRET antagonist read-out | inhibition, % at 6.6 µM | actives 1.8% (n = 330,000) | AID 485270, 2010; in the data active means inhibition mostly above about 38%, no sharp cut-off; inactive means mostly below about 40%;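 further: 0% = agonist challenge alone and 100% = reference antagonist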
Target sequence (O43613 whole entry, looked up): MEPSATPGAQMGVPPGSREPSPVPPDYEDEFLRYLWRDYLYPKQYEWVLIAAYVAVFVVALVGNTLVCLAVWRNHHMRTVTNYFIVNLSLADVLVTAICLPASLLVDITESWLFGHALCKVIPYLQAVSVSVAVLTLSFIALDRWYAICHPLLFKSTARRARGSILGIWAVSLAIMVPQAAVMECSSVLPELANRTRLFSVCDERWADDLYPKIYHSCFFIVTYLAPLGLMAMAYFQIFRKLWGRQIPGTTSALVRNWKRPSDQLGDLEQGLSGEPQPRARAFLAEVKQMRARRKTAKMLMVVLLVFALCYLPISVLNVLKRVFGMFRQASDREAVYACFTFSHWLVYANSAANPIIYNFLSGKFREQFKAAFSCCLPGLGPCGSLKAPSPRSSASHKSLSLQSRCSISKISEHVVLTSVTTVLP
OX1R antag-2: OX1R (HCRTR1) antagonists, primary screen, fluorescence, CHO/OX1R cells, Fluo-8 calcium, orexin A; Orexin/Hypocretin receptor type 1 (Homo sapiens), O43613; Fluo-8 calcium fluorescence; inhibition, % at 5 µM; actives 0.43% (n = 330,000); AID 434989, 2010;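 active means inhibition above its plate's threshold, mean inhibition of all tested compounds on the plate plus 3 SD, cut at about 37% in these data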;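 further: 0% = orexin A challenge wells and 100% = SB-334867-A antagonist wells; not every result past the cut was called active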
* hit, by the source's call; + = active, no number.

SMILES | OX1R antag-1 | OX1R antag-2
Cc1onc(-c2ccccc2Cl)c1C(=O)NC(=S)Nc1ccccc1F | 9 | -7
O=S(=O)(N/N=C/c1cn(Cc2ccccc2)c2ccccc12)c1ccccc1 | 8 | -31
COc1ccc([C@H]2CC(=O)C=C(c3ccc(-c4ccccc4)c(F)c3)C2)cc1OC | 6 | 3
CCOc1ccc(CNC(=O)c2ccc(Sc3ccc(Cl)cc3)c(NC(C)=O)c2)cc1OC | 20 | -9
Cc1cc(C)c(C#N)c(OCC(=O)c2ccc(Br)cc2)n1 | 10 | -14
COc1ccc(C(=O)COc2ccc3ccc(=O)oc3c2)cc1 | 13 | 4
CN(CC(=O)Nc1ccc2c(c1)OCO2)CC(=O)Nc1ccc(F)c(F)c1F | 5 | 1
O=C(COc1ccccc1)Nc1nnc(-c2ccc(Cl)cc2)o1 | 8 | -5
COC(=O)/C=C/c1ccccc1S(=O)(=O)N(Cc1ccccc1)Cc1ccco1 | 30 | -19
Cc1ccc(S(=O)(=O)N2CCN(C(=O)c3cc(=O)c4ccccc4o3)CC2)cc1 | 7 | -34
O=C(COC(=O)C1CC2CCCC(C1)C2=O)Nc1cccc(F)c1 (configuration not stated) | 0 | -4
Cc1nc2oc3c(NCc4ccccn4)ncnc3c2c2c1COC(C)(C)C2 | 12 | -23
O=c1cc(CO)oc(CN2CCN(c3cccc(C(F)(F)F)c3)CC2)c1O | 3 | -6
COc1ccc(S(=O)(=O)N2CCCCCC2)cc1NC(=O)CCCOc1ccccc1 | 13 | -10
Cc1cccc([C@@H]2[C@@H]3C(=O)N(Cc4ccccc4)C(=O)[C@@H]3[C@]3(CC(C)C)C(=O)N(c4cccc(F)c4)C(=O)N23)c1 | 26 | -16
C/C=C/C(=O)N1c2ccccc2C(C)=CC1(C)C | 33 | -27
COc1cc(S(=O)(=O)NCc2cccnc2)c(OC)cc1Br | 17 | -8
CCCCCc1ccc(C2=NNC(=O)CC2)cc1 | -1 | -3
CN(CC(=O)NCCc1ccccc1)S(=O)(=O)c1ccc(Br)cc1 | 6 | -17
COc1ccc2c(c1)CCc1c(C(=O)NCCN3CCOCC3)noc1-2 | 14 | -31
CCOC(=O)c1sc(NC(=O)C2CC(=O)N(c3ccc(C)cc3)C2)nc1C (configuration not stated) | 5 | -12
COC(=O)COc1coc(CN2CCN(c3cccc(Cl)c3)CC2)cc1=O | 12 | 1
COc1ccc(CCN(C)C2CC(=O)N(c3ccccc3)C2=O)cc1OC (configuration not stated) | 10 | -8
COc1ccccc1Nc1nc(N)nc(CSc2nc(C)cc(C)n2)n1 | 11 | -13
Cc1ccc(NC(=S)NNC(=O)c2ccc(N3CCOCC3)c([N+](=O)[O-])c2)cc1Cl | 8 | -14
CCOc1cc(/C=C2/C(=N)N3OC(C)=CC3=NC2=O)ccc1OC | 21 | -10
COc1ccc([N+](=O)[O-])cc1NC(=O)CCN1CCN(c2ccccc2OC)CC1 | 11 | -24
Cc1ccc(/C=C2/NC(=O)N(Cc3ccccc3F)C2=O)o1 | 24 | -1
Cc1ccccc1N/N=C1\CCCNC1=O | 21 | -7
Cc1cc2c(c(CO)c1CCO)C(=O)[C@@H](C)[C@@H]2O | 8 | 3
CC1CCCCN1C(=O)COC(=O)Cc1c[nH]c2ccccc12 (configuration not stated) | 8 | -5
COc1ccc(-c2nc(-c3ccncc3)no2)cc1OC | 17 | -19
CCOc1ccc(C2(C)CC(=O)N(C)C2=O)cc1 (configuration not stated) | 1 | -6
Cc1cc2[nH]c(=O)c(=O)[nH]c2cc1S(=O)(=O)NCc1ccc(Cl)cc1 | 9 | -10
CSc1cccc(NC(=O)OC2CCCCCCCCCCC2)c1 | 3 | -23
COc1ccc(OC)c(S(=O)(=O)Nc2ccc(C)c(C)c2)c1 | 5 | 3
Nc1ccc2nc(-c3cccc(-c4nc5ccc(N)cc5[nH]4)c3)[nH]c2c1 | 4 | 8
CNc1ccccc1C(=O)OCC(=O)N1CCN(c2ccc(OC)cc2)CC1 | 3 | -19
Cc1cc(O)c(C(C)C)cc1NC(=O)c1ccc(Cl)cc1 | 29 | -10
O=C(O)c1ccc(NNC(=S)Nc2cc(C(F)(F)F)ccc2Cl)cc1 | 8 | 0
COc1ccc(/C=C/C(=O)OC2CCCN(C)C2)cc1 (configuration not stated) | 16 | -5
COC(=O)c1cc(S(=O)(=O)NCC2CCN(Cc3cccc(Cl)c3)CC2)c[nH]1 | 8 | -10
COc1ccc(S(=O)(=O)N2CCCCCC2)cc1C(=O)NCc1ccc(C)cc1 | 0 | -31
COc1ccc(-c2cc(C(F)(F)F)n3nc(C(=O)O)nc3n2)cc1 | 44 | 3
Cc1ccc(N2CCN(C(=O)c3cccc([N+](=O)[O-])c3)CC2)cc1Cl | 43 | -24
CC(C)(CNC(=O)c1cccc(S(=O)(=O)Nc2ccc(Br)cc2)c1)N1CCOCC1 | 8 | -26
C/C=C/c1ccc(OCC(=O)OCc2csc(Nc3ccc(C)cc3)n2)c(OC)c1 | 17 | -25
COc1ccc(S(=O)(=O)NCCc2cn3nc(C)c(C)nc3n2)cc1 | 12 | -3
O=C(c1ccc(F)cc1)C1CCN(C(=O)c2ccccc2F)CC1 | 2 | -13
CC1=CC(C)(C(Cl)Cl)C(C)=CC1=O (configuration not stated) | 14 | 8
O=C(Nc1ccc(S(=O)(=O)N2CCCCC2)cc1)C1CC1 | 7 | 11
COc1cc2c(cc1OC)C(C)N(S(=O)(=O)c1ccc(C)cc1)CC2 (configuration not stated) | 6 | -18
CCCCc1cc(=O)oc2c(C)c(OCc3nn[nH]n3)ccc12 | 16 | 3
COc1ccc(CC(=O)O/N=C(\N)Cc2ccc([N+](=O)[O-])cc2)cc1 | 3 | -12
Cc1cnc(SCCc2ccncc2)nc1C | 32 | -6
COc1ccc(C(c2nnnn2C2CCCC2)N2CCC(C)CC2)cc1 (configuration not stated) | 6 | -24
CCCCn1c(CN(C)Cc2ccccc2)nc2c1c(=O)n(C)c(=O)n2C | 23 | -15
O=c1cc(-c2ccccc2)n(S(=O)(=O)c2ccc3ccccc3c2)o1 | 20 | 0
O=C(O)CCCCCNC(=O)/C(=C\c1ccco1)NC(=O)c1ccco1 | 17 | -3
Fc1ccc(CN2CCCCCCC2)c(F)c1 | 6 | -15

Next structures follow:
SMILES | OX1R antag-1 | OX1R antag-2
O=C(COC(=O)C1CCC(=O)N1)Nc1cc(Cl)ccc1Cl (configuration not stated) | 14 | -6
CCOC(=O)Cn1nc(/C=C/c2ccc(C)cc2)ccc1=O | 37 | 3
COc1ccc(NC(=O)c2cc3ccc(O)cc3o/c2=N\O)cc1 | 85* | 9
NC(=O)CC(NC(=O)Cc1ccc(Br)cc1)c1ccc(N2CCCCCCC2)c([N+](=O)[O-])c1 (configuration not stated) | 2 | -20
CC(=O)Nc1ccc(Nc2ccc3nonc3c2[N+](=O)[O-])cc1 | + | -4
CC(=O)Nc1ccc(S(=O)(=O)N2CCC(C(=O)Nc3nccs3)CC2)cc1 | 12 | -6
COCCCC1CCN(C(=O)c2cc(COc3cc(C)ccc3C)on2)CC1 | 7 | -12
COc1ccc(Nc2cc(C(=O)NCCCN3CCN(C)CC3)c3ccccc3n2)cc1 | 33 | -18
O=C(Cn1cnc2c(nnn2Cc2ccc(F)cc2)c1=O)NCc1ccc(F)cc1 | 10 | -10
N#Cc1c(-c2ccccc2)c(-c2ccccc2)n(Cc2ccco2)c1NC(=O)c1cccs1 | 23 | -13
O=[N+]([O-])c1ccccc1Nc1ccc(O)cc1 | 51 | -3
Cc1csc(SCC(=O)N2CCN(S(=O)(=O)c3ccccc3)CC2)n1 | 9 | -22
COc1ccc2nc3oc(C(=O)N4CCCCC4)cc3cc2c1 | 46 | -20
CCOc1ccc(NC(=S)NNC(=O)c2cc(Br)ccc2Cl)cc1 | 4 | -10
O=C(Nc1ccc2c(c1)CCC2)c1cc(S(=O)(=O)Nc2ccc(F)cc2)c(Cl)cc1Cl | 10 | -10
Cc1cccc(NC(=O)c2cc([N+](=O)[O-])ccc2NCC2CCCO2)n1 (configuration not stated) | 37 | -46
N=c1c2ccccc2nnn1-c1cccc(C(F)(F)F)c1 | 27 | -6
CC(CC(=O)O)NCC1COc2ccccc2O1 (configuration not stated) | 2 | -21
CC(C)C[C@H](NC(=O)c1nc[nH]c1C(=O)N(C)Cc1ccccc1)C(=O)OC(C)(C)C | 33 | -29
CC1(C)CC(=O)C2=C(C1)Nc1cc3c(cc1C2c1ccc(F)cc1)OCO3 (configuration not stated) | 10 | -32
CC(C)CC(C(=O)Nc1cccc(O)c1)N1C(=O)c2ccccc2C1=O (configuration not stated) | 15 | -15
O=C(Nc1ccnn1C1CCN(CCCc2ccccc2)CC1)c1ccccc1 | 10 | -20
COc1ccc(C(=O)Cn2cnc3ccccc3c2=O)cc1 | -2 | -20
CC1=Nc2ccccc2/C1=C/c1c(N)n2c(S(=O)(=O)C(C)C)nsc2nc1=O | 9 | -18
CNc1nc(N)c(C(=O)Nc2cc(C)on2)s1 | 22 | -2
CC(=O)Nc1ccc(NC(=O)CN2CCCC(C)C2)c(Cl)c1 (configuration not stated) | -6 | -5
CC(=O)Nc1ccc(/C(C)=N/NS(=O)(=O)c2ccccc2)cc1 | 2 | -12
CCOC(=O)CC1=C(C#N)C(c2cccnc2)C(C(=O)OCC)=C(N)O1 (configuration not stated) | 17 | -22
CC12CCC(C(=O)OC3CCCCC3)(OC1=O)C2(C)C (configuration not stated) | 15 | -4
O=C1CN(C(=O)c2ccccc2F)c2ccccc2N1 | 8 | -7
Cc1ccc(SCc2ccc(C(=O)NCc3ccncc3)cc2)cc1 | 13 | -19
Cc1cc(C)cc(-n2nnnc2-c2cn(C)nc2C(F)(F)F)c1 | 8 | -29
O=C(Cn1cccc1C(=O)c1ccccc1)NCCc1ccc(Cl)cc1 | 10 | -26
CC(=O)C1C(c2ccc(F)cc2)C2C(C)=NN=C2CC1(C)O (configuration not stated) | 14 | 4
COc1ccc(Br)cc1/C=C/C(=O)c1ccc(NC(C)=O)cc1 | 58 | -5
COc1ccc(OCc2cc(C(=O)N(C)Cc3cc(C4CC4)n[nH]3)no2)c(Cl)c1 | 12 | 6
Cc1ccc(-c2nnc(N3CCOCC3)c3ccccc23)cc1S(=O)(=O)NCC1CCCO1 (configuration not stated) | 21 | -31
CN(C)CCNC(=S)Nc1ccc(Cl)cc1Cl | 2 | 1
Cc1ccc(C)c(N2CCN(C(=O)Cn3c(=O)oc4cc(S(=O)(=O)N5CCCC5)ccc43)CC2)c1 | 15 | -3
O=c1oc2ccccc2cc1-c1csc(Nc2ccc(O)cc2)n1 | 29 | -11
CC(C)OCCCNC(=O)c1ccc2c(c1)S(=O)(=O)c1ccccc1C2=O | 85* | -15
COc1cc(C(=O)Nc2cc(C(F)(F)F)ccc2N2CCOCC2)ccc1OCC(=O)N1CCOCC1 | 16 | -24
O=C(NCc1cccnc1)C(=O)NCC(c1ccco1)N1CCOCC1 (configuration not stated) | 9 | -9
O=C(NC1CCCC1)c1ccc(Br)o1 | 31 | -1
COc1cc(/C=C(\C#N)c2nc(-c3cc4ccccc4oc3=O)cs2)ccc1O | 16 | -9
COc1cccc(OC)c1C(=O)NC(=S)Nc1ccc2c(c1)OCCO2 | -1 | -14
CN(C(=O)c1cc([N+](=O)[O-])ccc1N1CCCC1)C1CCCCC1 | 31 | -26
O=C(NCC1COc2ccccc2O1)C1CCCN(S(=O)(=O)c2cnc[nH]2)C1 (configuration not stated) | 8 | -6
CC(=O)Nc1ccc(NS(=O)(=O)c2cccc3nonc23)cc1 | 34 | 1
CC1CCCCN1C(=O)CN1C(=O)NC2(CCCCC2C)C1=O (configuration not stated) | 2 | 3
COc1ccccc1CNCc1ccc(OC)c(OC)c1OC | -5 | -18
Cc1cc(C(=O)NNC(=S)NC(C)c2ccccc2)cs1 (configuration not stated) | 2 | -25
O=C(Nc1ccccc1F)n1ncc2cc(Cl)ccc21 | -1 | -3
O=C(CSc1c2c(nc3cc(Cl)ccc13)CCCC2)NCCN1CCOCC1 | 27 | -25
CCc1ccc(OCC(=O)Nc2ncn[nH]2)cc1 | 11 | -9
O=c1[nH]c(SCc2cccc(F)c2)nc2ccccc12 | 26 | -26
Cc1ccccc1NC(=O)COc1ccc2oc(=O)cc(C)c2c1 | 0 | -34
COc1ccc([N+](=O)[O-])cc1NC(=O)C(C)N1CCCC1 (configuration not stated) | 27 | -12
NC(=O)C1CCCN(C(=S)Nc2ccccc2)C1 (configuration not stated) | 13 | -1
CCc1cc2c(=O)n(CC(=O)NC3CCCCC3)cnc2s1 | -5 | -12

4 entries from above, with each value named:
CCc1ccc(OCC(=O)Nc2ncn[nH]2)cc1
  OX1R antag-1: 11 | OX1R antag-2: -9
Cc1cc(C(=O)NNC(=S)NC(C)c2ccccc2)cs1 (configuration not stated)
  OX1R antag-1: 2 | OX1R antag-2: -25
O=C(Nc1ccccc1F)n1ncc2cc(Cl)ccc21
  OX1R antag-1: -1 | OX1R antag-2: -3
O=C(CSc1c2c(nc3cc(Cl)ccc13)CCCC2)NCCN1CCOCC1
  OX1R antag-1: 27 | OX1R antag-2: -25
